NSD2 block – NSD2 (human) methyltransferase inhibition | O96028 | NSD2-SET H3K36me1 DELFIA fluorescence, biochemical | inhibition, % at 12.5 µM | 0.07% of 44,000 active; in the data active means inhibition above about 54%, passing the limit was not always enough;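 further: inhibitors reduce the monomethyl H3K36 fluorescence signal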
Target sequence (O96028 whole entry, looked up): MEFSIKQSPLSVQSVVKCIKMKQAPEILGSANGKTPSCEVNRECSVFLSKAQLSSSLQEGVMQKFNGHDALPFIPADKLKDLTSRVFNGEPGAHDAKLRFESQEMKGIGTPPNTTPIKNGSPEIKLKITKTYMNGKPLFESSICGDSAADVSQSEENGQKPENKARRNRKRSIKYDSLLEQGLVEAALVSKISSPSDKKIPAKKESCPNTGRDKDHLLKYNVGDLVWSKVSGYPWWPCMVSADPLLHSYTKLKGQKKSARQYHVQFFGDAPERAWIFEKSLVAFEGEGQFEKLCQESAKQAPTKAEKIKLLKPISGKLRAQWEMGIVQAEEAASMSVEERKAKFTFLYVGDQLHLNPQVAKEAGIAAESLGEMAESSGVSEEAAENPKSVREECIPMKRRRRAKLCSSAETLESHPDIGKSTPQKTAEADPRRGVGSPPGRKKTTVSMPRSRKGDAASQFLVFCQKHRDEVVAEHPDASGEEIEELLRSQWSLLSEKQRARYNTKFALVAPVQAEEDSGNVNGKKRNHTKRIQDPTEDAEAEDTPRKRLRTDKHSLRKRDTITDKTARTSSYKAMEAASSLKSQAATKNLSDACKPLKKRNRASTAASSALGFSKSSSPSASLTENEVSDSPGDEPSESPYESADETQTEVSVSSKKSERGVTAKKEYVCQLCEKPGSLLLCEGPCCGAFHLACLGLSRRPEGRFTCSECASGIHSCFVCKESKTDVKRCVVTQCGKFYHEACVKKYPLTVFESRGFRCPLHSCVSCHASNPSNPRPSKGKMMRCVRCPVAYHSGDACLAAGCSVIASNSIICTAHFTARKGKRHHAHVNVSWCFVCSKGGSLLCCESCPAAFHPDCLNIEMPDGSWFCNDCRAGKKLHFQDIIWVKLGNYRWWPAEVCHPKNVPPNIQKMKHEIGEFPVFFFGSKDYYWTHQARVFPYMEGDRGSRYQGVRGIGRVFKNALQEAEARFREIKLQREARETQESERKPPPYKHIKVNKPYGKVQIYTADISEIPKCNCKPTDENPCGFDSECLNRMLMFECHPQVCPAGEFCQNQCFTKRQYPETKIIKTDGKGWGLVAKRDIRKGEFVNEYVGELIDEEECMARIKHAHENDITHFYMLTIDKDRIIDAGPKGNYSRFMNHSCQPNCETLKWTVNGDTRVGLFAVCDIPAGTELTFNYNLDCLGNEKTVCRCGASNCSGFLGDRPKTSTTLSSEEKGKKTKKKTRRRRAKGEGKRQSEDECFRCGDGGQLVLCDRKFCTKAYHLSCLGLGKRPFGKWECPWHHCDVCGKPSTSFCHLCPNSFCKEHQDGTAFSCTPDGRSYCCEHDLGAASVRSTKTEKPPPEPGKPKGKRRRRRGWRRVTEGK
* marks the source's active call; other numbers are inactive results. This is a subset; the hit share may differ from the screen's.

Start of the data: the first 2 entries, ahead of the listing:
SMILES	NSD2 block
CCCNC(=O)C[C@H]1C[C@H]2c3cc(NS(=O)(=O)c4cccc(OC)c4)ccc3O[C@H]2[C@H](CO)O1	2
CNC[C@@H]1Oc2cc(C#CCOC)ccc2S(=O)(=O)N([C@@H](C)CO)C[C@H]1C	8

Results, repeating the preview:
SMILES	NSD2 block
CCCNC(=O)C[C@H]1C[C@H]2c3cc(NS(=O)(=O)c4cccc(OC)c4)ccc3O[C@H]2[C@H](CO)O1	2
CNC[C@@H]1Oc2cc(C#CCOC)ccc2S(=O)(=O)N([C@@H](C)CO)C[C@H]1C	8
Cc1ccc(S(=O)(=O)Nc2ccc3c(c2)CC(=O)N([C@H](C)CO)C[C@@H](C)[C@@H](CN(C)Cc2ccc(-c4ccccc4)cc2)O3)cc1	-6
Cc1noc(C)c1S(=O)(=O)Nc1ccc2c(c1)CC(=O)N([C@H](C)CO)C[C@H](C)[C@@H](CN(C)Cc1ccc(C(=O)O)cc1)O2	-2
C[C@@H]1CN([C@@H](C)CO)C(=O)Cc2cc(N(C)C)ccc2O[C@H]1CN(C)C	4
C#Cc1ccc([C@H]2C=C(C(=O)N3CCOCC3)O[C@@H](OCCCCO)C2)cc1	0
C[C@@H]1CN([C@@H](C)CO)C(=O)Cc2cc(NC(=O)C3CCCCC3)ccc2O[C@H]1CN(C)C(=O)Nc1ccc2c(c1)OCO2	-1
Cc1noc(C)c1NC(=O)Nc1cccc2c1O[C@H](CN(C)C(=O)NC(C)C)[C@@H](C)CN([C@@H](C)CO)C2=O	1
C/C=C/c1ccc2c(c1)O[C@H](CN(C)C(=O)CN1CCOCC1)[C@H](C)CN([C@H](C)CO)S2(=O)=O	-3
COc1ccc(S(=O)(=O)Nc2ccc3c(c2)C(=O)N([C@H](C)CO)C[C@H](C)[C@H](CN(C)C(=O)CCC(F)(F)F)OCCCC[C@@H](C)O3)cc1	-1
COc1cccc(-c2cnc3c(c2)C(=O)N([C@H](C)CO)C[C@H](C)[C@@H](CN(C)C(=O)CN(C)C)O3)c1	-2
C[C@@H]1CCCCO[C@@H](CN(C)Cc2ccc3c(c2)OCO3)[C@H](C)CN([C@@H](C)CO)C(=O)c2cc(NC(=O)c3ccncc3)ccc2O1	-1
C[C@@H]1CCCCO[C@@H](CN(C)S(=O)(=O)c2ccccc2)[C@H](C)CN([C@@H](C)CO)C(=O)c2cc(NC(=O)C3CCCCC3)ccc2O1	-4
COc1ccccc1C#Cc1cnc2c(c1)C(=O)N([C@@H](C)CO)C[C@@H](C)[C@@H](CN(C)C)O2	-1
C[C@H]1CN([C@@H](C)CO)C(=O)c2cc(-c3cccc(F)c3)cnc2O[C@H]1CN(C)C(=O)C1CC1	-2
CN(C)S(=O)(=O)c1ccc2c(c1)/C(=C/c1cc3c([nH]1)CCCC3)C(=O)N2	-5
COCC(=O)Nc1ccc2c(c1)[C@@H]1C[C@@H](CC(=O)NCc3cccc(F)c3)O[C@@H](CO)[C@@H]1O2	14
C[C@H]1CN([C@@H](C)CO)C(=O)c2cc(C#CCN(C)C)cnc2O[C@@H]1CN(C)Cc1ccc(-c2ccccc2)cc1	5
O=C(O)C[C@@H]1C[C@H]2c3cc(NC(=O)NC4CCCC4)ccc3O[C@H]2[C@H](CO)O1	-3
CC(C)NC(=O)N(C)C[C@H]1Oc2ccc(NS(=O)(=O)c3ccc(Cl)cc3)cc2C(=O)N([C@@H](C)CO)C[C@H]1C	-2
C[C@@H]1CN([C@H](C)CO)C(=O)c2cc(NC(=O)C3CCCCC3)ccc2O[C@@H]1CN(C)S(=O)(=O)c1ccc(Cl)cc1	-14
C[C@H]1CN([C@@H](C)CO)C(=O)Cc2cc(NC(=O)Nc3ccc4c(c3)OCO4)ccc2O[C@H]1CN(C)Cc1ccc(C(=O)Nc2ccccc2N)cc1	-1
CCC(C)(CN(C)C)OC(=O)c1ccccc1 (stereo not given)	-1
C[C@H]1CN([C@@H](C)CO)S(=O)(=O)c2ccc(C#Cc3ccc(F)cc3)cc2O[C@@H]1CN(C)C	21
COc1ccc(NC(=O)Nc2ccc3c(c2)CC(=O)N([C@@H](C)CO)C[C@H](C)[C@H](CN(C)C(=O)Nc2ccc(OC)cc2)O3)cc1	3

New compounds follow
SMILES	NSD2 block
C[C@H]1CN([C@@H](C)CO)S(=O)(=O)c2ccc(C#Cc3ccc(F)cc3)cc2O[C@@H]1CN(C)S(=O)(=O)c1cn(C)cn1	-14
CC(C)CC#Cc1ccc2c(c1)O[C@@H](CN(C)C(=O)Nc1ccccc1)[C@H](C)CN([C@@H](C)CO)S2(=O)=O	-2
C[C@@H]1CN([C@H](C)CO)S(=O)(=O)c2ccc(-c3cncnc3)cc2O[C@H]1CN(C)Cc1cncnc1	-2
C[C@H](CO)N1C[C@H](C)[C@H](CN(C)C(=O)Nc2ccccc2)Oc2c(NC(=O)Nc3ccc(C(F)(F)F)cc3)cccc2C1=O	-8
C[C@@H]1CN([C@H](C)CO)C(=O)CCCn2cc(nn2)CO[C@H]1CN(C)C(=O)Nc1cccc2ccccc12	4
Cc1ccc(S(=O)(=O)N(C)C[C@@H]2Oc3c(NC(=O)Nc4ccc(F)cc4)cccc3C(=O)N([C@H](C)CO)C[C@@H]2C)cc1	0
C[C@@H]1CN([C@@H](C)CO)C(=O)c2cc(NC(=O)Nc3ccc(C(F)(F)F)cc3)ccc2O[C@@H]1CN(C)S(=O)(=O)c1ccc(F)cc1	1
C[C@@H]1CN([C@@H](C)CO)C(=O)Cc2cc(NC(=O)Nc3ccc(F)cc3)ccc2O[C@@H]1CN(C)S(=O)(=O)c1ccc(F)cc1	-6
CC(=O)N(C)C[C@H]1OCc2ccccc2-c2c(n(C)c3ccccc23)C(=O)N([C@H](C)CO)C[C@H]1C	8
C[C@@H]1CN([C@@H](C)CO)C(=O)c2c(c3ccccc3n2C)-c2ccccc2CO[C@@H]1CN(C)S(=O)(=O)c1ccccc1F	-12
C[C@H](CO)N1C[C@H](C)[C@@H](CN(C)C(=O)Nc2ccccc2)OCc2ccccc2-c2ccccc2C1=O	4
C[C@H]1CN([C@@H](C)CO)C(=O)c2cc(NS(C)(=O)=O)ccc2O[C@H]1CN(C)S(=O)(=O)c1ccc(F)cc1	-1
COc1ccc(NC(=O)Nc2ccc3c(c2)C(=O)N([C@H](C)CO)C[C@@H](C)[C@H](CN(C)Cc2ccc(C(F)(F)F)cc2)OCCCC[C@H](C)O3)cc1	0
CCCC(O)C#Cc1cnc2c(c1)C(=O)N([C@H](C)CO)C[C@H](C)[C@H](CN(C)C(=O)Nc1ccccc1)O2 (stereo not given in full)	-1
CCC(=O)N(C)C[C@@H]1Oc2cc(C#Cc3ccncc3)ccc2S(=O)(=O)N([C@H](C)CO)C[C@@H]1C	8
COc1ccc(NC(=O)Nc2cccc3c2O[C@@H](CN(C)C(=O)Nc2ccc4c(c2)OCO4)[C@H](C)CN([C@H](C)CO)C3=O)cc1	-1
C[C@H]1CN([C@@H](C)CO)C(=O)c2cccc(NC(=O)Nc3ccc(C(F)(F)F)cc3)c2O[C@@H]1CN(C)S(=O)(=O)c1cccs1	-1
C[C@@H]1CCCCO[C@@H](CN(C)S(C)(=O)=O)[C@H](C)CN([C@@H](C)CO)C(=O)c2cc(NC(=O)Nc3cccc4ccccc34)ccc2O1	-2
C[C@@H]1CN([C@@H](C)CO)C(=O)c2cccc(NC(=O)c3ccc(-c4nccs4)cc3)c2O[C@H]1CN(C)Cc1ccc(C(=O)Nc2ccccc2N)cc1	-1
C[C@H](CO)N1C[C@H](C)[C@@H](CN(C)Cc2ccccc2)Oc2ccc(NC(=O)c3ccncc3)cc2CC1=O	0
C[C@@H]1CN([C@H](C)CO)C(=O)c2cc(NC(=O)Nc3ccc(C(F)(F)F)cc3)ccc2O[C@@H]1CN(C)S(=O)(=O)c1ccc(Cl)cc1	-4
CC(C)NC(=O)Nc1ccc2c(c1)CC(=O)N([C@H](C)CO)C[C@H](C)[C@H](CN(C)S(=O)(=O)c1ccc(F)cc1)O2	1
CN(Cc1cccs1)C(=S)SCCO	2
C[C@@H]1CN([C@@H](C)CO)C(=O)c2cccc(NS(=O)(=O)c3ccc(F)cc3)c2O[C@@H]1CN(C)S(=O)(=O)c1cn(C)cn1	0
C[C@H](CO)N1C[C@H](C)[C@H](CN(C)S(=O)(=O)c2ccccc2)Oc2ccc(NC(=O)CCC(F)(F)F)cc2CC1=O	3

Further structures
SMILES	NSD2 block
Cc1noc(C)c1S(=O)(=O)N(C)C[C@@H]1OCCCC[C@@H](C)Oc2ccc(NC(=O)C3CCCCC3)cc2C(=O)N([C@@H](C)CO)C[C@@H]1C	0
COc1ccc(NC(=O)Nc2ccc3c(c2)CC(=O)N([C@@H](C)CO)C[C@H](C)[C@H](CN(C)Cc2ccc(C(=O)Nc4ccccc4N)cc2)O3)cc1	-4
C[C@@H]1CN([C@@H](C)CO)C(=O)c2cccc(NC(=O)CCCCCC(=O)Nc3ccccc3N)c2O[C@H]1CN(C)Cc1ccncc1	5
Cc1noc(C)c1S(=O)(=O)Nc1ccc2c(c1)CC(=O)N([C@H](C)CO)C[C@@H](C)[C@@H](CN(C)C(=O)Nc1ccccc1)O2	0
Cc1ccc(NC(=O)c2[nH]c3c(c2C)C(=O)CC(c2ccc(C(C)(C)C)cc2)C3)cc1C (stereo not given)	1
C/C=C/c1ccc2c(c1)O[C@@H](CN(C)C(C)=O)[C@@H](C)CN([C@@H](C)CO)S2(=O)=O	-2
C[C@@H]1CCCCO[C@H](CN(C)S(=O)(=O)c2cn(C)cn2)[C@H](C)CN([C@@H](C)CO)C(=O)c2cc(NC(=O)Nc3cccc4ccccc34)ccc2O1	-3
CN(C)CCCCCCNC(=O)[C@H]1C[C@H]2C(=O)N3CCC[C@H]3C(=O)N2[C@H]1c1cccc(OCCO)c1	4
CNC[C@@H]1Oc2ccc(NC(=O)c3ccncc3)cc2CC(=O)N([C@H](C)CO)C[C@@H]1C	-3
COc1ccc(S(=O)(=O)Nc2ccc3c(c2)C(=O)N([C@H](C)CO)C[C@@H](C)[C@@H](CN(C)C(=O)Nc2c(C)noc2C)O3)cc1	4
C[C@@H]1CN([C@H](C)CO)C(=O)c2cc(NS(C)(=O)=O)ccc2O[C@@H](C)CCCCO[C@@H]1CN(C)Cc1ccc(Cl)c(Cl)c1	-1
C[C@@H]1CN([C@H](C)CO)C(=O)c2cc(C#Cc3ccccc3)cnc2O[C@@H]1CN(C)C(=O)CN(C)C	-1
CC(=O)N(C)C[C@H]1Oc2cc(-c3ccc(C)cc3)ccc2S(=O)(=O)N([C@H](C)CO)C[C@H]1C	-2
C[C@@H]1CN([C@H](C)CO)S(=O)(=O)c2ccc(C#CCN(C)C)cc2O[C@@H]1CN(C)C(=O)CC1CC1	-7
C[C@@H]1[C@H]2[C@H](OC3O[C@H](CO)[C@@H](O)[C@H](O)[C@H]3O)OC=C(C(=O)O)[C@H]2C[C@@H]1O (stereo not given in full)	1
O=C(C[C@@H]1C=C[C@@H](NC(=O)CN2CCOCC2)[C@H](CO)O1)NC1CCCCC1	-1
C[C@H]1CN([C@@H](C)CO)C(=O)c2cc(NC(=O)c3ccncc3)ccc2O[C@@H]1CN(C)Cc1ccc(Cl)c(Cl)c1	-6
C[C@H]1CN([C@@H](C)CO)C(=O)c2cccc(NC(=O)Nc3ccc4c(c3)OCO4)c2O[C@@H]1CN(C)S(=O)(=O)c1ccccc1	5
O=C(C[C@H]1C[C@H]2c3cc(NC(=O)Cc4ccncc4)ccc3O[C@H]2[C@H](CO)O1)NCc1cccnc1	3
COc1ccc(CN(C)C[C@@H]2Oc3ccc(NS(=O)(=O)c4ccc(OC)cc4)cc3C(=O)N([C@H](C)CO)C[C@H]2C)cc1	-2
CC(=O)N(C)C[C@H]1Oc2ncc(C3=CCCC3)cc2C(=O)N([C@@H](C)CO)C[C@@H]1C	-6
C[C@H](CO)N1C[C@H](C)[C@H](CN(C)Cc2ccc(C(=O)O)cc2)Oc2c(NS(=O)(=O)c3ccc(Cl)cc3)cccc2C1=O	8
C[C@H](CO)N1C[C@H](C)[C@H](CN(C)Cc2ccc(Oc3ccccc3)cc2)Oc2c(NC(=O)CCCCCC(=O)Nc3ccccc3N)cccc2C1=O	5
C[C@H](CO)N1C[C@H](C)[C@H](CN(C)Cc2ccc(F)cc2)Oc2ncc(C#Cc3cccnc3)cc2C1=O	-2
CC(C)NC(=O)N(C)C[C@@H]1Oc2c(NC(=O)C3CC3)cccc2C(=O)N([C@@H](C)CO)C[C@H]1C	0
O=C(C[C@@H]1C[C@@H]2c3cc(NS(=O)(=O)c4ccccc4)ccc3O[C@@H]2[C@@H](CO)O1)N1CCOCC1	-5

Laid out differently: five of the compounds above
Molecule,NSD2 block
C[C@@H]1[C@H]2[C@H](OC3O[C@H](CO)[C@@H](O)[C@H](O)[C@H]3O)OC=C(C(=O)O)[C@H]2C[C@@H]1O (stereo not given in full),1
O=C(C[C@@H]1C=C[C@@H](NC(=O)CN2CCOCC2)[C@H](CO)O1)NC1CCCCC1,-1
C[C@H]1CN([C@@H](C)CO)C(=O)c2cc(NC(=O)c3ccncc3)ccc2O[C@@H]1CN(C)Cc1ccc(Cl)c(Cl)c1,-6
C[C@H]1CN([C@@H](C)CO)C(=O)c2cccc(NC(=O)Nc3ccc4c(c3)OCO4)c2O[C@@H]1CN(C)S(=O)(=O)c1ccccc1,5
O=C(C[C@H]1C[C@H]2c3cc(NC(=O)Cc4ccncc4)ccc3O[C@H]2[C@H](CO)O1)NCc1cccnc1,3
